PNC assembly inh: inhibitors of perinucleolar compartment assembly; PC3M PTB-GFP, PNC prevalence imaging, 16 h; stronger effect = lower value; activity change (PNC), negative = inhibition, % at 10 µM; actives 3.1% (n = 140,000); AID 2417;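 active means readout at or below -70, meaning at least 70% loss of cells showing the perinucleolar compartment, a nuclear body marking cancer cells; inconclusive means readout between -30 and a set limit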;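 further: plate controls were DMSO wells for no effect and camptothecin positive control wells for full effect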
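Compounds are pinned in duplicate onto adhered PC3M cells stably expressing GFP-tagged PTB and incubated 16 h at 37 C. Cells are then fixed, nuclei stained with Hoechst, and PNC-positive cells counted.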
ALOX12 inhib: inhibitors of human 12-lipoxygenase (ALOX12) | purified 12-hLO, xylenol orange hydroperoxide absorbance | actives 0.12% (n = 150,000) | Potency, µM (top dose mostly 57.1 µM), inactives show at the top dose activity change, negative = inhibition, actives largely listed as inhibitors | P18054 | AID 1452; further: potency means the concentration at half of the fitted maximal effect; nearly all actives have a fitted effect of over 55% in size; many of its hits are not listed in these tables
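Lipoxygenase turnover measured by absorbance at 573 and 405 nm after Fe-XO development. Human 12hLO 150 nM, arachidonate 40 uM, pH 7.0 Hepes buffer with detergent; 15 min compound preincubation, 30 min reaction.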
IMPase inh: IMPase inhibition in cells; P97697; CHO-M1 cells, IP1 accumulation, HTRF TR-FRET ratio; inhibition (IP1 accumulation), % at 46.1 µM; 120,000 tested, under 10 active; AID 901; active means well fitted curve in the direction sought with a large enough effect in the signal ratio, not every such curve was filed as active; inconclusive means small, poorly fitted or top-dose-only effect, or a change in a side signal; inactive means no such curve, though single readings can be large or run the other way; the % refers to the signal ratio;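 further: cells stimulated with carbachol in lithium chloride buffer; plate controls were DMSO basal wells for no effect and reference inhibitor wells for full effect; higher means more IMPase inhibition seen as more IP1 and lower FRET ratio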
Target sequence (P97697 whole entry, looked up): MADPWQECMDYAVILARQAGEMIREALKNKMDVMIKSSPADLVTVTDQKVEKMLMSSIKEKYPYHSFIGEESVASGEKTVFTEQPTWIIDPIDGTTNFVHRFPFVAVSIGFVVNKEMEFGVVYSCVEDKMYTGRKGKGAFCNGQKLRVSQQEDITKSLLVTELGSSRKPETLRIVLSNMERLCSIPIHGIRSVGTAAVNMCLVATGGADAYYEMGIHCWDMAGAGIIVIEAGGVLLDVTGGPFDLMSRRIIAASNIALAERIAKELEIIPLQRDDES
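CHO-M1 cells (CHO stably expressing M1 receptor), compound up to 46 uM final, stimulated with carbachol (50 uM as added) in buffer with 50mM LiCl, pH 7.4, 30 min at 37C. Cytosolic IP1 read by TR-FRET; AC50 from Hill fits.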
15-hLO-2 inh: inhibitors of human 15-lipoxygenase 2 (ALOX15B) | O15296 | purified 15hLO-2, xylenol orange hydroperoxide absorbance | Potency, µM (top dose mostly 57.1 µM), inactives show at the top dose activity change, negative = inhibition, hits mostly inhibitors | actives 0.56% (n = 110,000) | AID 881; further: potency means the concentration at half of the fitted maximal effect; nearly all actives have a fitted effect of over 60% in size; many of its hits are not listed in these tables
Target sequence (O15296 whole entry, looked up): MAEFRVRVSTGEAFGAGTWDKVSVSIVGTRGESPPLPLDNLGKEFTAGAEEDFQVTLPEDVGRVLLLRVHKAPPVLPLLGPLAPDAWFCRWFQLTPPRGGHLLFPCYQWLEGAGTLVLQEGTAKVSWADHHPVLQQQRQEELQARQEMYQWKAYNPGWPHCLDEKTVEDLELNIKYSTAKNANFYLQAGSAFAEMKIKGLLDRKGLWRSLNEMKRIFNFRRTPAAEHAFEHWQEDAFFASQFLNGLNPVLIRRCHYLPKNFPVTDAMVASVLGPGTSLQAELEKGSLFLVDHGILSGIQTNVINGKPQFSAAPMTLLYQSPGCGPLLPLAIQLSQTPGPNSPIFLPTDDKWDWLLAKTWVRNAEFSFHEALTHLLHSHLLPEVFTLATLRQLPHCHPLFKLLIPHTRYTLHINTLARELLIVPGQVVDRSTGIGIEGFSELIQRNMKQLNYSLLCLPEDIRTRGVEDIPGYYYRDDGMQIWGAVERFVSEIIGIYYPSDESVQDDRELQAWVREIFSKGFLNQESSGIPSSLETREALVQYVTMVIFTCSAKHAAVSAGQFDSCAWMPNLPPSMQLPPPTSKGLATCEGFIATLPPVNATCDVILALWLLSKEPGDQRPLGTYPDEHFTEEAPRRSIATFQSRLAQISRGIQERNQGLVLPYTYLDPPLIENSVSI
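Enzyme 50 nM, AA 45 uM, 25 mM Hepes pH 7.5 + 0.01% Triton X-100; cpd preinc 15 min RT, rxn 90 min RT; stop/detect with 200 uM XO + 300 uM Fe(II) in 50 mM H2SO4, 30 min; A573/A405.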
The depositor's hits bear a star; ? = inconclusive; . = not tested or not shown; [ ] = dose if it differs, or a comment. Unless noted, the call rests on the fitted dose curve; in most records, active means well fitted curve in the direction sought with a large enough effect; inconclusive means small, poorly fitted or top-dose-only effect, or another doubt; inactive means no such curve, though single readings can be large; an effect the other way counts as inactive or inconclusive. Unless noted, on the % scale 0 is the no-effect control and ±100 the full control effect.

Preview (3 entries):
SMILES | PNC assembly inh | ALOX12 inhib | IMPase inh | 15-hLO-2 inh
Cc1cccc(-n2c(=O)c3c(n4cnnc24)-c2ccccc2CC32CCCCC2)c1 | 45.2 | 2.1% | 5.3 | -10.1%
O=C(c1cnccn1)N1CCC2(CC1)CN(Cc1ccccc1)C2 | . | -2.0% | . | -8.2%
CC1CN(C(=S)NC(=O)c2ccc([N+](=O)[O-])cc2)CC(C)O1 (configuration not stated) | 61.4 | 6.7% | -2.6 | -5.6%

The listing, repeating the preview:
SMILES | PNC assembly inh | ALOX12 inhib | IMPase inh | 15-hLO-2 inh
Cc1cccc(-n2c(=O)c3c(n4cnnc24)-c2ccccc2CC32CCCCC2)c1 | 45.2 | 2.1% | 5.3 | -10.1%
O=C(c1cnccn1)N1CCC2(CC1)CN(Cc1ccccc1)C2 | . | -2.0% | . | -8.2%
CC1CN(C(=S)NC(=O)c2ccc([N+](=O)[O-])cc2)CC(C)O1 (configuration not stated) | 61.4 | 6.7% | -2.6 | -5.6%
CCCn1nc2cc(C(=O)NCCc3ccc(C)cc3)ccc2c1OCC | -17.3 | -6.4% | 3.6 | -11.8%
CC(C)Cn1c(N)c(C(=O)COC(=O)CC23CC4CC(CC(C4)C2)C3)c(=O)n(C)c1=O | 5.6 | -6.4% | 4.4 | 5.8%
Cc1ccc(NC(=O)CCn2cccc2)cc1 | -0.7 | 3.8% | -4.1 | 0.3%
Cc1nc(N(C)Cc2ccccc2)c2nnn(Cc3ccccc3)c2n1 | 12.1 | 0.3% | 4.0 | 5.0%
Cc1cc2nc(/N=C(\N)NC(=O)N3c4ccccc4Sc4ccccc43)nc(C)c2cc1C | 33.7 | -2.3% | . | .
CC1SC(=NC(=O)c2ccco2)NC1=O (configuration not stated) | -27.4 | -3.1% | 13.3 | 12.5%
COc1ccc(-c2nc3cc(NC(=S)NC(=O)Cc4ccccc4)ccc3o2)cc1 | -6.4 | -4.4% | . | .
Cc1ccc(C)c(CSc2nnc(-c3ccccn3)n2N)c1 | ? | -1.8% | 13.1 | 3.8%
CC1CC(Nc2ccccc2)c2ccccc2N1C(=O)c1cccnc1 (configuration not stated) | 8.5 | 2.1% | 15.3 | .
CC(=O)O[C@@H]1CC(C)=C2[C@H]1[C@H](C)CC[C@H]2/C=C(\C)C(=O)O | . | 1.1% | . | -12.0%
CCCCN(Cc1cc2cc(OC)ccc2[nH]c1=O)C(=O)c1ccco1 | 3.5 | -8.0% | 2.9 | -3.1%
CC(=O)NCCn1c(SCC(=O)NCCC(C)C)nc2ccccc2c1=O | 13.6 | 8.3% | ? | .
Cc1cccc(C)c1N1CCN(S(=O)(=O)N2CCOCC2)CC1 | -22.4 | 1.0% | 8.4 | -12.2%
OC1(c2ccc(F)cc2)CCN(Cc2nnnn2Cc2cccs2)CC1 | -20.3 | 9.2% | 5.3 | 10.3%
O=C(O)c1ccc(CSc2nnc(SCc3ccccc3)s2)cc1 | 7.2 | -1.2% | -9.7 | -12.8%
COc1cccc(-n2c(SCC(=O)NCCC3=CCCCC3)nc3n[nH]c(C)c3c2=N)c1 | 51.0 | -3.0% | -1.3 | 10.2%
O=C(O)c1ccccc1N(Cc1ccccc1)C(=O)CO/N=C/c1ccccc1 | 8.3 | 0.0% | . | .
CCOC1CCCCC1NS(=O)(=O)c1ccc(Cl)cc1 (configuration not stated) | 21.4 | 3.8% | -1.1 | -1.2%
Fc1ccc(CSc2nc3ccccc3[nH]2)cc1 | -23.3 | 2.1% | 3.0 | 17.8%
COc1ccc(-c2c(C#N)c(SCC(=O)c3cc4ccccc4oc3=O)nc(C)c2C(=O)Nc2ccccc2)cc1 | ? | -7.3% | -8.1 | .
O=S(=O)(Nc1ccc(N2CCOCC2)cc1)c1ccc(Cl)s1 | 16.1 | -5.6% | 7.6 | -2.1%
COC(=O)c1ccc2c(=O)n(C3CCCCC3)c(SCC#N)nc2c1 | 9.2 | 4.2% | 10.5 | -21.3%
Cc1ccc(C(=O)OCC(=O)N2CC(=O)Nc3ccccc32)s1 | -13.4 | -6.0% | 11.0 | -3.5%
CCn1c(Cn2nnc(-c3ccccc3)n2)nnc1SCC(=O)Nc1cccc(C)c1C | 11.4 | -2.0% | 4.4 | 4.3%
CCC(C)[C@@H](C(=O)Nc1ccc2c(c1)OCO2)N1Cc2ccccc2C1=O (some centres not stated) | -0.5 | -5.3% | 10.3 | -9.8%
Cc1ccc(C(=O)ON=C2CCN(S(=O)(=O)c3ccccc3)CC2)cc1 | 74.8 | -18.9% | 14.3 | .
CCCN(CCC)CCCNC(=O)c1ccc2c(c1)N(CC)C(=O)c1ccccc1S2=O (configuration not stated) | 12.1 | 9.3% | 1.5 | 20.1%
CCCCNC(=O)CN(CCc1ccccc1)S(C)(=O)=O | 18.4 | 0.5% | 7.8 | 0.3%
CCOCCc1nnc(NC(=O)c2cccc(F)c2)s1 | ? | -3.1% | -1.0 | -12.6%
Cc1cccc(NC(=O)c2ccccc2OCC(=O)c2ccccc2)c1 | ? | -4.0% | -7.0 | 14.2%
O=C(Nc1cccc(NC(=O)c2ccc(-c3cccc(Br)c3)o2)c1)c1ccco1 | 25.6 | -5.9% | 6.9 | -11.9%
Cn1c(SCC(=O)NCc2ccc3c(c2)OCO3)nnc1C1COc2ccccc2O1 (configuration not stated) | -0.9 | -7.8% | 4.3 | -2.8%
CCOc1cccc(C(=O)Nc2cccc(C(=O)NC(C)(C)C)c2)c1 | 7.1 | -1.6% | . | .
Cc1ccc(-c2cc(-c3ccc4c(c3)OCO4)c(C#N)c(N)n2)o1 | -5.0 | ? | -1.8 | ?
CCOC(=O)N1CCN(c2cc(=O)n(-c3cccc(Br)c3)c(=O)[nH]2)CC1 | -13.3 | -1.1% | 0.0 | -2.9%
Cc1cc(Nc2cccc(F)c2)n2nc(C)nc2n1 | -10.5 | 2.2% | -8.5 | .
CN(c1ccccc1C(=O)Nc1cccnc1)S(C)(=O)=O | ? | -1.9% | 2.0 | 1.0%
O=C(CCCc1ccccc1)NCc1ccc(F)cc1 | -20.3 | -1.4% | . | .
C=CCn1c(SCC(=O)c2c(N)n(C)c(=O)n(C)c2=O)nc2sc(C)c(C)c2c1=O | -24.0 | -0.3% | 2.8 | -5.9%
CC(C)NC(=S)N1CCN(S(=O)(=O)c2cccc(C(F)(F)F)c2)CC1 | 38.7 | 1.3% | . | .
COc1ccc(C2NC(=S)NC(O)(C(F)(F)F)C2C(=O)c2cccs2)cc1 (configuration not stated) | 17.2 | 0.0% | . | .
O=C(CSc1nc2ccccc2c(=O)n1NC(=O)Cc1ccccc1)NCc1ccco1 | 18.0 | -2.4% | -0.5 | -5.1%
Nc1cccc(B(O)O)c1 | . | -0.2% | . | -6.5%
C=CCSc1nc(C)c2cc(C)cc(C)c2n1 | 21.6 | -0.7% | -5.5 | 2.3%
COc1ccc(CN2CC(=O)N(c3ccc(C)cc3)C2=S)cc1OC | ? | -3.0% | -1.5 | .
O=C1N=C(N2CCN(c3ccccc3)CC2)S/C1=C\c1cn[nH]c1-c1ccccc1 | ? | -1.1% | . | .
O=C(CCCN1C(=O)c2ccccc2C1=O)Nc1ccccc1C(=O)N1CCOCC1 | 17.8 | 2.1% | -4.9 | -5.6%

Following part
SMILES | PNC assembly inh | ALOX12 inhib | IMPase inh | 15-hLO-2 inh
CCOC(=O)CNc1c(-c2ccc(Cl)cc2)nc2cnccn12 | 7.7 | -7.4% | -15.2 | -9.2%
CCOC(=O)c1ccccc1NC(=O)c1cccc(F)c1 | 50.4 | -1.6% | 4.2 | 4.3%
O=C1C2=C(CCCC2)C(=O)N1c1cccc(OCCBr)c1 | 65.2 | -1.1% | . | .
O=S(=O)(c1ccc(F)cc1)c1nc(-c2ccco2)oc1Nc1ccc(F)cc1 | -4.3 | -3.9% | -3.7 | .
COc1ccc(C)cc1N(C(=O)CNC(=O)c1ccco1)C(C(=O)NC1CCCC1)c1cccnc1 (configuration not stated) | -6.1 | -3.2% | 6.5 | -1.9%
COc1cc(CNn2cnnc2)ccc1OCC(=O)NC(C)(C)C | -4.9 | -2.5% | -7.5 | -1.2%
COc1ccc(NC(=O)Nc2ccc(C(=O)N3CCOCC3)cc2)cc1 | -27.5 | 0.0% | 7.5 | 2.1%
O=C(O)C1CCCN(C(=O)NCc2ccccc2)C1 (configuration not stated) | -1.5 | -3.0% | -5.5 | 0.2%
Cc1cc(C(=O)Nc2cccc(O)c2)c(C)o1 | -27.8 | -2.2% | 0.6 | -1.2%
COc1cc(NC(=S)NCCC(c2ccccc2)c2ccccc2)c(OC)cc1Cl | 74.5 | 22.4µM* | -21.5 | .
O=C1CCCc2ccccc2N1Cc1ccc(Cl)cc1Cl | 9.8 | 0.1% | -5.4 | -2.8%
CCCCCCCC[n+]1cccc(C(=O)N(CC)CC)c1 | -123.8* | -1.5% | . | .
Cc1ccc(-c2csc3ncnc(SCC(=O)NCc4ccc5c(c4)OCO5)c23)cc1 | 70.8 | 0.1% | 0.2 | -6.6%
Cc1c(Cl)c([N+](=O)[O-])nn1CCCC(=O)Nc1cc(Cl)ccc1Cl | ? | -1.6% | -0.1 | .
Cc1cccc(Nc2nc(-c3ccc4c(c3)OCCO4)cs2)c1 | 21.8 | -4.0% | -2.2 | 8.1%
CC(C(=O)Nc1nc2ccccc2[nH]1)N1C(=O)C2CC=CCC2C1=O (configuration not stated) | 30.1 | -4.4% | -3.0 | 9.7%
CCOC(=O)c1[nH]c(C)c(C(=O)N2CCN(c3cccc(Cl)c3)CC2)c1C | -1.5 | -5.6% | 4.6 | 9.9%
COc1cccc(OCCn2cc(C(=O)c3ccco3)c3ccccc32)c1 | 32.6 | -5.0% | 9.4 | 8.8%[2.29 µM]
CC(Sc1nc(N(C)C)nc(N2CCOCC2)n1)C(=O)Nc1ccccc1 (configuration not stated) | 47.7 | 0.1% | 7.5 | 6.4%
O=C(NCC1CCCO1)/C(=C\c1ccco1)NC(=O)c1ccccc1 (configuration not stated) | ? | -4.1% | -1.0 | -3.5%
N#C/C(=C(/O)COC(=O)Cc1c[nH]c2ccccc12)c1nc2ccccc2[nH]1 | ? | -3.9% | -1.0 | 15.3%
CC1CN(c2c(F)c(N)c3c(=O)c(C(=O)O)cn(C4CC4)c3c2F)CC(C)N1 (configuration not stated) | . | -1.4%[0.00818 µM] | . | 8.5%[0.0915 µM]
CC1CCCC(C)N1c1nnc(N)s1 (configuration not stated) | 50.8 | -6.4% | . | .
Cc1cc(C(F)F)n2nc(C(=O)Nc3sc4c(c3C#N)CCC4)nc2n1 | 35.7 | -1.2% | . | .
CC1Cc2ccccc2N1C(=O)CSc1nnc(-c2ccc(S(=O)(=O)N3CCOCC3)cc2)n1C (configuration not stated) | 20.0 | 1.9% | . | .
CCCCn1c(-c2cc(Cl)ccc2OC)n[nH]c1=S | 47.3 | -20.7% | -11.3 | -21.3%
COC(=O)c1cc(C)sc1NC(=O)c1cccnc1 | ? | -0.8% | -1.3 | 5.4%
CC1CCCN(CCCOc2ccc([N+](=O)[O-])cc2)C1 (configuration not stated) | -18.7 | -2.2% | . | .
CCCCC(=O)Nc1ccc(C(=O)NCCCn2ccnc2)cc1 | 40.1 | 0.4% | -0.3 | 31.6%[activator]
COc1ccc(CNC(=O)COc2ccc(S(=O)(=O)NC(C)C)cc2)cc1 | 8.0 | -2.7% | 4.3 | 1.4%
Fc1ccc2nc(N3CCCCC3)sc2c1 | -16.7 | -3.3% | 2.7 | 7.2%
CC(C)NC(=O)NC(=O)COc1ncnc2sccc12 | ? | 6.5% | 10.8 | 2.3%
Cc1ccc(S(=O)(=O)Nc2ccc(NC(=O)CN3CCCCC3)cc2)cc1 | 50.4 | -13.4% | 3.3 | 11.3%
COc1ccc(CC(=O)NNC(=S)Nc2ccc(Br)cc2)cc1 | 11.2 | -10.8% | -2.9 | 27.5%

Assay outcomes: PubChem BioAssay, National Center for Advancing Translational Sciences (NCATS)

These rows are one share of the data, so the mix of outcomes need not match the whole.
